# tim23-1 inh: growth inhibitors of tim23-1 mutant yeast, primary screen, luminescence, uHTS. S. cerevisiae tim23-1 growth, BacTiter-Glo luminescence, 24 h. inhibition, % at 20 µM. 330,000 tested, 1.3% active;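 active means growth inhibition of the mutant yeast at or above 50%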;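 further: temperature-sensitive mutant grown at 25 °C; plate controls were DMSO-treated mutant yeast for no effect and medium wells lacking yeast for full effect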
# Mdm2-MdmX inh: inhibitors of human Mdm2-MdmX association, primary screen, cell-based, luminescence, split luciferase, SaOS-2, uHTS; Protein Mdm4 (Homo sapiens) + E3 ubiquitin-protein ligase Mdm2 (Homo sapiens), …; SaOS-2 split-luciferase Mdm2/MdmX complementation; inhibition, % at 8 µM; 330,000 tested, 3% active; AID 485346, 2010;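 active means inhibition of at least 50% at 8 µM in the primary screen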
# Target sequence (O15151 whole entry, looked up): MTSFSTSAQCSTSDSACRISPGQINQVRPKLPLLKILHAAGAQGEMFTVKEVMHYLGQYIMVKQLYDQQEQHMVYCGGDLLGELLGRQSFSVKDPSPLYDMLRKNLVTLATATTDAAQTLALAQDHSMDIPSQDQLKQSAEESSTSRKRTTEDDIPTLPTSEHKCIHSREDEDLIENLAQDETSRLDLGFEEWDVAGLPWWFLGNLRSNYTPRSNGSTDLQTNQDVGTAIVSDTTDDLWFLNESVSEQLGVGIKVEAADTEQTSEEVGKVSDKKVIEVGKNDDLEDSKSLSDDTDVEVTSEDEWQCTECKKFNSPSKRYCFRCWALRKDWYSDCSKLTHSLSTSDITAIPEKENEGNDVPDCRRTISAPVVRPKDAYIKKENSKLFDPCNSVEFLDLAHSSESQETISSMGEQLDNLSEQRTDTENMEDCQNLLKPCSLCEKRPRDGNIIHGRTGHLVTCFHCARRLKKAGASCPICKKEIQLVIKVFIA
# Target sequence (Q00987 whole entry, looked up): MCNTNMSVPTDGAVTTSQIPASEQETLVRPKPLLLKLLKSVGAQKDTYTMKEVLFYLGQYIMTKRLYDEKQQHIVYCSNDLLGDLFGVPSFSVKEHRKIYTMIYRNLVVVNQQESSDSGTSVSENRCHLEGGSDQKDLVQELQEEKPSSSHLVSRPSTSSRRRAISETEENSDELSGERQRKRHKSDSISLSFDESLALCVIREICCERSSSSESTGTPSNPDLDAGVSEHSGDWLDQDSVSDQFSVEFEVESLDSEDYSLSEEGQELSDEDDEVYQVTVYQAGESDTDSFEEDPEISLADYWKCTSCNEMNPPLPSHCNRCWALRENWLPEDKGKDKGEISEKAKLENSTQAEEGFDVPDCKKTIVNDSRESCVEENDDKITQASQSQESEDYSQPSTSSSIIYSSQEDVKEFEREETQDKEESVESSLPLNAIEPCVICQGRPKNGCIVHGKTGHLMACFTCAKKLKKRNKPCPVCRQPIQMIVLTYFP
# UPR XBP1 act: activators of adaptive XBP1 UPR arm, primary screen, cell-based, CHO-XBP1 luciferase reporter, luminescence, uHTS; IRE1-XBP1 UPR activation; percent of tunicamycin response, DMSO as zero; activation, % at 20 µM; 330,000 tested, 0.33% active; AID 463104, 2010;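 active means versus positive control, 20 µM dose yields 30% or more activation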;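 further: 100% = tunicamycin at 10 µg/mL and 0% = DMSO only wells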
#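 Material: CHO cell line with stable XBP1 luciferase reporter; buffer or medium: F12 medium containing 10% fetal bovine serum; compound: single point, 20 µM final compound, 1% DMSO; incubation: 6 h treatment, 37 °C; measured by: glow luminescence from Steady-Glo reagent; evaluation: activation, % of tunicamycin; control set: tunicamycin high, DMSO low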
# UPR CHOP act: activators of apoptotic CHOP UPR arm, primary screen, cell-based, CHO-CHOP luciferase reporter, luminescence, uHTS | AID 449763, 2010 | activation, % at 10 µM | UPR activation; percent of tunicamycin response over DMSO baseline | 330,000 tested, 0.34% active;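 active means at 10 µM dose, activation of 40% or more, normalized to positive control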;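 further: 100% = tunicamycin at 10 µg/mL and 0% = DMSO alone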
#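 Evaluation: % reporter activation, DMSO baseline versus tunicamycin full activation; System: CHO-CHOP luciferase reporter cell line; Input: 500 cells/well; Incubation: 6 h compound treatment, 37 °C; Measured by: Steady-Glo luciferase luminescence; Dosing: one dose, 10 µM in 0.5% DMSO; Buffer or medium: F12 medium, 10% FBS; Benchmarks: positive tunicamycin 10 µg/mL, negative DMSO alone.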
# APJ antagonist: antagonists of human apelin receptor APJ, primary screen, CHO-K1 cells, beta-arrestin complementation, luminescence. P35414. inhibition, % at 20 µM. 330,000 tested, 0.32% active. AID 2521, 2010;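 active means inhibition above about 40% at 20 µM, limit read from the data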;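 further: cells challenged with 10 nM apelin-13 agonist together with compound; plate controls were apelin-13 plus DMSO wells for no effect and DMSO wells lacking apelin-13 for full effect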
# APJ agonist: agonists of human apelin receptor APJ, primary screen, CHO-K1 cells, PathHunter beta-arrestin, luminescence; P35414; 0% DMSO wells, 100% apelin; activation, % at 20 µM; 330,000 tested, 0.11% active;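 active means activation more than six SD over the plate average, tested at 20 µM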;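 further: 0% = DMSO alone and 100% = apelin-13 at 10 nM; some results filed as inactive read as strong as hits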
#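 Material: engineered CHO-K1 APJ arrestin reporter cells; amount: 1000 CHO-K1 reporter cells seeded per well; incubation: compound stimulation 90 min at 25 °C, detection 60 min; signal: luminescent beta-gal fragment complementation, chemiluminescent substrate; read-out basis: APJ agonist activity; controls: DMSO-only wells as negative, 10 nM Apelin-13 as positive control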
# 697 NFkB inh: inhibitors of PMA/ionomycin-induced NF-kB reporter, 697 cells, primary screen, B-cell NF-kB inhibitor project, cell-based, luminescence, uHTS; 697 B-cell NF-kB luciferase reporter, 16 h; inhibition, % at 4 µM; 330,000 tested, 0.33% active; AID 435022, 2010; in the data active means inhibition above about 35%
# Jurkat NFkB inh: inhibitors of induced NF-kB luciferase reporter, primary screen, TCR NF-kB activation inhibitor project, cell-based, luminescence, uHTS. Jurkat, PMA/ionomycin-induced NF-kB luciferase reporter. inhibition, % at 4 µM. 330,000 tested, 0.53% active. AID 435003, 2010; in the data active means inhibition above about 50%
# * hit, by the source's call.
SMILES,tim23-1 inh,Mdm2-MdmX inh,UPR XBP1 act,UPR CHOP act,APJ antagonist,APJ agonist,697 NFkB inh,Jurkat NFkB inh
COc1cc2c(cc1NC(=O)c1cccc(S(=O)(=O)N(C)C)c1)oc1ccccc12,23,-61,4,5.6,-13,1,-99,-62
CCCOc1ccc(-c2nn(-c3ccccc3)cc2/C=C2\SC(=S)N(C3CCS(=O)(=O)C3)C2=O)cc1 (stereo not drawn),20,4,5,-0.4,14,-2,-12,2
CCN(CC)CCn1c(N)cc(=O)[nH]c1=O,6,8,1,-0.9,12,1,-9,-4
C=CSc1sc(Cl)c(N(CC)CC)c1[N+](=O)[O-],7,-2,-3,-1.8,-7,-3,-5,12
COc1ccc(C(CNC(=O)c2cc3ccccc3o2)N2CCCCC2)cc1 (stereo not drawn),9,-18,-2,0.2,18,-6,-4,2
N#CCN1CCCC(C(N)=O)C1 (stereo not drawn),-5,2,0,-1.4,-1,-1,12,7
CCN(CC)CCCN(Cc1cc2cc3c(cc2[nH]c1=O)OCCO3)C(=O)Nc1ccccc1,9,38,-2,-2.3,5,-3,-7,-56
COCCNC(=O)c1c(N)sc2c1CCCC2,12,12,-3,0.9,2,2,7,6
O=C(O)C1Oc2cc3ccccc3cc2O1,7,-5,-1,-0.3,-14,-1,8,-4
CN(C)c1ccc(/C=N/NC(=O)c2ccnn2C)cc1,11,-9,-6,0.0,-21,-1,-105,-91
COc1ccc2[nH]cc(C(=O)CN3CCN(C4CCCCC4)CC3)c2c1,14,5,-3,-2.8,-6,0,-9,-12
Cc1ccc(NC(=O)c2cc([N+](=O)[O-])ccc2NCc2cccnc2)cc1Cl,25,35,0,2.2,23,-3,-2,-11
COc1ccccc1CN1C[C@@H]2C[C@@H](c3[nH]c4ccc(C)cc4c3C)N3CCC[C@@]23C1=O,18,4,-1,0.3,-1,-3,1,8
CCOC(=O)c1ccc(-n2c(CCC(=O)O)ccc2-c2ccccc2)cc1,28,-13,1,0.1,8,-2,6,5
C[C@@H](NC(=O)c1nc[nH]c1C(=O)NC1CCN(C(=O)OC(C)(C)C)CC1)c1ccccc1,25,28,-2,0.8,-13,-6,-6,2
CS(=O)(=O)c1ccccc1C(=O)Nc1cccc2ncccc12,10,5,1,-1.1,3,-2,2,11
CC1CCCN(C(=O)CSc2nnc(-c3cccnc3)n2C2CCCCC2)C1 (stereo not drawn),10,7,-2,-2.0,15,-4,-1,-8
CC(=O)N(C)c1ccc(NC(=O)Cc2cccc3ccccc23)cc1,18,2,5,0.2,-2,-1,-3,4
COc1ccc(C(=O)Nc2ccc(S(=O)(=O)Nc3cnc4ccccc4n3)cc2)cc1,14,-24,-5,3.0,18,7,-67,-18
Cc1ccccc1OCC(=O)Nc1ccc2c(c1)n(C)c(=O)n2C,21,3,-2,-0.7,-8,5,6,-25
Cc1cccc(NC(=O)c2cc(-c3ccco3)nc3ccccc23)n1,26,-12,-5,-2.0,7,-1,-66,-46
COCC(C)n1c(C)cc(C(=O)COC(=O)C2=NN(c3ccccc3)C(=O)CC2)c1C (stereo not drawn),23,16,1,1.2,10,-3,9,5
O=C(CN1C(=O)NC(Cc2c[nH]c3ccccc23)C1=O)Nc1cccc(S(=O)(=O)N2CCOCC2)c1 (stereo not drawn),-2,18,-1,-1.1,7,-4,19,-3
Cc1[nH]n(C)c(=O)c1[N+](=O)[O-],-5,9,2,0.6,16,1,11,1
CCn1c(SCc2cccc(F)c2)nnc1-c1ccncc1,20,0,-4,0.5,-1,0,-17,-18
# (more compounds)
SMILES,tim23-1 inh,Mdm2-MdmX inh,UPR XBP1 act,UPR CHOP act,APJ antagonist,APJ agonist,697 NFkB inh,Jurkat NFkB inh
O=C(COc1ccccc1)OCC(=O)N1CCCc2ccccc21,27,20,1,0.7,-2,-4,22,11
O=C(OCC(=O)N1CCCC1=O)c1cc(S(=O)(=O)N2CCOCC2)ccc1F,-6,27,-3,0.3,-50,0,14,1
COC(=O)C1CCN(C(=O)CC(NC(=O)C(F)(F)F)c2cccs2)CC1 (stereo not drawn),-1,11,-1,-1.0,13,0,6,17
CS(=O)(=O)Nc1ccc(C2=NN(C(=O)c3ccco3)C(c3ccco3)C2)cc1 (stereo not drawn),7,25,-7,2.8,12,1,25,24
CCN(C(=O)CN1C(=O)NC2(CCc3ccccc32)C1=O)C1CCS(=O)(=O)C1 (stereo not drawn),8,-14,-1,1.4,0,-3,18,5
COc1ccc(CCNC(=O)COC(=O)C2CC2C)cc1OC (stereo not drawn),8,-13,1,-0.8,9,-3,10,-2
COc1ccc(CN2CN(c3ccc(Cl)cc3)C(=O)N(n3cnnc3)C2)cc1,-1,-10,-1,-0.9,24,-5,16,4
O=C(NC(c1ccccc1)c1c(O)ccc2ccccc12)c1ccccc1Cl (stereo not drawn),12,46,-2,0.4,12,-1,-27,7
O=C(c1cc(=O)[nH]c2ccccc12)N1CCc2ccccc2C1,12,-1,-2,-0.2,14,0,-9,-8
CCOC(=O)C1=C(COC(=O)[C@H](C)NS(=O)(=O)c2ccc(NC(C)=O)cc2)NC(=O)NC1C (stereo partly drawn),13,-15,1,0.7,6,-2,5,9
O=C(CSc1nnc(NC2CCCCC2)s1)NCc1ccco1,3,-19,1,-2.9,-13,-2,-24,1
COc1ccc(CCNC(=O)c2c(C)noc2C)cc1,0,-21,2,0.2,-3,7,-4,-9
CSCC[C@H](NC(=O)OC(C)(C)C)c1nnc(SCc2cccc(F)c2)o1,23,14,8,-1.7,-10,-5,0,-1
FC(F)(F)c1cc(Sc2ccccc2)nc(-c2ccccn2)n1,39,27,4,-0.6,13,-2,-8,1
CCCCNC(=O)COC(=O)c1ccc(C)c(NC(=O)c2ccco2)c1,6,4,2,-0.9,2,-4,6,8
Cc1cccc(CNC(=O)Cn2ccc3cc(S(=O)(=O)N4CCCCCC4)ccc32)c1,18,8,-4,3.5,-9,-2,0,0
O=C(O)c1cc(-n2nnnc2SCc2ccc([N+](=O)[O-])cc2)ccc1Cl,21,-22,1,-0.1,-16,-4,13,-1
CCN(CC)C(=S)SCC(=O)Nc1nc(-c2ccccc2)c(-c2ccccc2)o1,18,40,1,-0.6,15,-2,-17,11
Cc1nc2ccc(Br)cn2c1C(=O)N/N=C\c1ccccc1[N+](=O)[O-],0,-10,-2,2.4,1,0,5,13
CO/C=C/C#CC1(O)CCN(C)CC1,16,14,0,-1.6,-22,-2,4,-9
COc1ccc(NC(=O)CN2C(=O)C(=O)N(C3CCCC3)C2=O)c(OC)c1,-8,36,0,0.6,-15,-2,15,-7
CC(C)CC(OC(=O)c1nsc(Cl)c1Cl)C(=O)NC1CCCC1 (stereo not drawn),35,-8,7,4.0,14,0,16,-8
Cc1cc(=O)oc(C)c1C(=O)OCC(=O)c1ccc(Cl)cc1,28,-5,-9,-0.3,11,3,-34,26
COc1cccc(CNC(=O)COC(=O)CN2C(=O)NC3(CCCCC3C)C2=O)c1 (stereo not drawn),-11,15,-1,-0.7,-8,2,9,9
COCCN(C(=O)c1cc(Cl)nc2ccccc12)c1c(N)n(Cc2ccccc2)c(=O)[nH]c1=O,4,10,2,0.7,-10,-1,0,-11
# Other results
SMILES,tim23-1 inh,Mdm2-MdmX inh,UPR XBP1 act,UPR CHOP act,APJ antagonist,APJ agonist,697 NFkB inh,Jurkat NFkB inh
CCC(CC)C(=O)NCCNC(=O)C(CC)CC,1,-14,-2,3.1,10,1,7,-2
CCOC(=O)CN(C(=O)COc1nc(-c2ccccc2)cc(C)c1C#N)c1ccccc1,14,39,5,-0.6,20,-3,-1,12
CCOC(=O)C1=C(c2ccccc2)NC(=O)NC1c1cc(OC)c(OC)cc1OC (stereo not drawn),15,-19,-1,-0.1,7,-2,-3,-33
CC(=O)N(CCS(=O)(=O)c1ccc(Cl)cc1)Cc1cccs1,-1,6,-2,1.1,18,0,16,-3
CCN1CCN(c2ccc(S(=O)(=O)N3CCOCC3)cc2NC(=O)CCSC)CC1,-16,-18,-1,1.0,21,-3,5,7
c1ccc(CC(Nc2ccccn2)c2ccccc2)cc1 (stereo not drawn),52*,12,1,-0.9,10,-3,1,8
CCN1CCc2nc3ccccc3c(C(=O)Nc3ccc(C#N)cc3)c2C1,-6,14,2,-0.2,-13,-1,-12,14

# Gathered by group: the entries above containing an aryl methoxy group
SMILES,tim23-1 inh,Mdm2-MdmX inh,UPR XBP1 act,UPR CHOP act,APJ antagonist,APJ agonist,697 NFkB inh,Jurkat NFkB inh
COc1cc2c(cc1NC(=O)c1cccc(S(=O)(=O)N(C)C)c1)oc1ccccc12,23,-61,4,5.6,-13,1,-99,-62
COc1ccc(C(CNC(=O)c2cc3ccccc3o2)N2CCCCC2)cc1 (stereo not drawn),9,-18,-2,0.2,18,-6,-4,2
COc1ccc2[nH]cc(C(=O)CN3CCN(C4CCCCC4)CC3)c2c1,14,5,-3,-2.8,-6,0,-9,-12
COc1ccccc1CN1C[C@@H]2C[C@@H](c3[nH]c4ccc(C)cc4c3C)N3CCC[C@@]23C1=O,18,4,-1,0.3,-1,-3,1,8
COc1ccc(C(=O)Nc2ccc(S(=O)(=O)Nc3cnc4ccccc4n3)cc2)cc1,14,-24,-5,3.0,18,7,-67,-18
COc1ccc(CCNC(=O)COC(=O)C2CC2C)cc1OC (stereo not drawn),8,-13,1,-0.8,9,-3,10,-2
COc1ccc(CN2CN(c3ccc(Cl)cc3)C(=O)N(n3cnnc3)C2)cc1,-1,-10,-1,-0.9,24,-5,16,4
COc1ccc(CCNC(=O)c2c(C)noc2C)cc1,0,-21,2,0.2,-3,7,-4,-9
COc1ccc(NC(=O)CN2C(=O)C(=O)N(C3CCCC3)C2=O)c(OC)c1,-8,36,0,0.6,-15,-2,15,-7
COc1cccc(CNC(=O)COC(=O)CN2C(=O)NC3(CCCCC3C)C2=O)c1 (stereo not drawn),-11,15,-1,-0.7,-8,2,9,9
CCOC(=O)C1=C(c2ccccc2)NC(=O)NC1c1cc(OC)c(OC)cc1OC (stereo not drawn),15,-19,-1,-0.1,7,-2,-3,-33

# Single records, as listed above. Screens in order: tim23-1 inh, Mdm2-MdmX inh, UPR XBP1 act, UPR CHOP act, APJ antagonist, APJ agonist, 697 NFkB inh, Jurkat NFkB inh
# CCOC(=O)CN(C(=O)COc1nc(-c2ccccc2)cc(C)c1C#N)c1ccccc1 reads 14, 39, 5, -0.6, 20, -3, -1, 12
# CCN1CCc2nc3ccccc3c(C(=O)Nc3ccc(C#N)cc3)c2C1 reads -6, 14, 2, -0.2, -13, -1, -12, 14
